From PubChem BioAssay
CHO-K1 Ca ag = nonselective activator or artifact in parental CHO-K1 cells | activation, % at 3 µM | AID 602248 | Fluo-8 calcium fluorescence; scaled to maximal ATP response, vehicle zero | 360,000 compounds, 0.48% hits; in the data active = activation above about 15%;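 also: untransfected CHO-K1 host cells lacking M1 receptor as counterscreen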
OXTR potentiator = potentiates the human oxytocin receptor response | CHO-OTR cells, Fluo-8 calcium fluorescence, potentiator mode; 0% = oxytocin EC15, 100% = EC100 | 320,000 compounds, 0.061% hits | activation, % at 3 µM | P30559 | AID 2445;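 active = activation above that plate's cutoff, the mean activation of tested compounds plus 3 SD, cut at about 6.6% in these data, passing the limit was not always enough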;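 also: 100% uses oxytocin at 75 nM as the full agonist control; some results filed as inactive read as strong as hits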
Target sequence (P30559 whole entry, looked up): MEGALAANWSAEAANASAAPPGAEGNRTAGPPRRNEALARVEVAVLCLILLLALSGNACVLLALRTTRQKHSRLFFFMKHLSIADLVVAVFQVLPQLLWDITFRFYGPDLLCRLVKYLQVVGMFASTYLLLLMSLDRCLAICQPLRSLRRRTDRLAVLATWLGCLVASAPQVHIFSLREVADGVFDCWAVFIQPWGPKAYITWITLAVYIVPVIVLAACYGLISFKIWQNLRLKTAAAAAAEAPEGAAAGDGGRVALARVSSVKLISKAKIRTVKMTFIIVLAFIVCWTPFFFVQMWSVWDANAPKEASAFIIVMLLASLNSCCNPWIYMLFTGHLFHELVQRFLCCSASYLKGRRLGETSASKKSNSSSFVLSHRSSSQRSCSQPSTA
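test system = CHO-OTR cells, human receptor | compound = single-point 3.0 µM | schedule = 6 min compound pre-incubation at room temperature, 100 s kinetic read | signal = Fluo-8 no-wash calcium dye fluorescence, excitation 470-495 nm, emission 515-575 nm | repeats = single well per compound, singlicate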
TAAR1 antagonist = antagonists of human TAAR1 | AID 624466 | inhibition, % at 3 µM | 360,000 compounds, 1.5% hits | CHO RD-HGA16 TAAR1, Fluo-8 calcium fluorescence, antagonist;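 active = inhibition above a per-plate cutoff, the mean inhibition of test compounds on that plate plus 3 SD, cut at about 49% in these data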;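 also: 0% = DMSO plus EC80 beta-PEA response and 100% = DMSO alone without agonist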
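Test system: CHO RD-HGA16 cells bearing hTAAR1 | Reagent: β-PEA, EC80 | Compound dosing: 3 µM, single point | Schedule: Dye loading 75 min at 37 °C, then 30 min room temperature | Signal: Calcium fluorescence with Fluo-8 | Evaluation: Percent inhibition of PEA-evoked calcium signal, max/basal emission ratio | Control set: DMSO-only wells and EC80 β-PEA-stimulated wells | Repeats: Singlicate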
M1 ag = activates human CHRM1 receptor; P11229; CHO-K1 hM1, Fluo-8 calcium fluorescence, agonist mode; 0% DMSO, 100% acetylcholine EC100; activation, % at 3 µM; 360,000 compounds, 0.33% hits;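 active = activation above the run's mean compound activation plus 3 SD, cut at about 16% in these data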;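 also: peak over basal fluorescence ratio within a 140 s kinetic read after compound addition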
Target sequence (P11229 whole entry, looked up): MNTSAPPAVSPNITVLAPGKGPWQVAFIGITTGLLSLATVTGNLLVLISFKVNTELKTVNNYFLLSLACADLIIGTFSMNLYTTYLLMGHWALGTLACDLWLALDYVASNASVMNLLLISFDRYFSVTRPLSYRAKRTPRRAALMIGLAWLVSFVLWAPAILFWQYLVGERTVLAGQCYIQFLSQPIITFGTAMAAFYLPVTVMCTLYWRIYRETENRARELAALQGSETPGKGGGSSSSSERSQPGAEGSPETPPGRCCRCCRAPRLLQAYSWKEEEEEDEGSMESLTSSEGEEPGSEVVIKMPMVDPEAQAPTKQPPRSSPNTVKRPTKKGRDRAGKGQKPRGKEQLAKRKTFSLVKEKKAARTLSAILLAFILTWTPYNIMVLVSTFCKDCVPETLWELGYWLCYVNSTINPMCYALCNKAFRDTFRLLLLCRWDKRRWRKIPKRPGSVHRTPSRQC
M1 antag = human CHRM1 antagonism | P11229 | CHO-K1 hM1, Fluo-8 calcium fluorescence, ACh EC80 antagonist | inhibition, % at 3 µM | 360,000 compounds, 1.3% hits;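 active = percent inhibition above its own plate's cutoff, namely the mean of that plate's compound wells plus 3 SD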;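 also: peak over basal fluorescence ratio during 140 s after agonist addition; 0% = ACh EC80 plus DMSO and 100% = DMSO alone without agonist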
CHO parental Ca = counter-screen: ATP calcium response change in parental CHO cells; parental CHO-K1, ATP-induced calcium, Fluo-8 fluorescence; inhibition, % at 5.6 µM; 330,000 compounds, 0.63% hits;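 active = inhibition above that plate's mean sample inhibition plus 3 SD, cut at about 26% in these data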;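 also: 0% = ATP-challenged DMSO wells and 100% = DMSO wells without ATP; some compounds past the cut are filed as inactive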
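Material: Parental CHO cells | Reagent: ATP | Compound dosing: Single nominal dose of 5.6 µM per compound | Detection: Intracellular calcium via Fluo-8 no-wash fluorescent dye | Read-out: % inhibition of ATP-induced calcium mobilization | Benchmarks: Low control ATP plus DMSO, high control DMSO only | Replicates: Singlicate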
CHO-K1 Ca PAM = M1 PAM counterscreen hit in parental CHO-K1 cells; 360,000 compounds, 0.02% hits; ATP EC20, Fluo-8 calcium fluorescence; 0% at ATP EC20, 100% at ATP max; AID 602247; activation, % at 3 µM;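 active = activation above the run cutoff, the mean activation of all test compounds plus 3 SD, cut at about 40% in these data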;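 also: peak over basal fluorescence ratio in a 140 s read after ATP addition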
TAAR1 ag = human TAAR1 agonism. Q96RJ0. CHO RD-HGA16 TAAR1, Fluo-8 calcium fluorescence; vehicle wells 0%, saturating PEA agonist 100%. activation, % at 3 µM. 360,000 compounds, 0.99% hits;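 active = activation above the mean activation of all test compounds in the run plus 3 SD, cut at about 38% in these data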
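Test system: RD-HGA16 (CHO) cells co-expressing Gα16 and hTAAR1; dosing: one-point dosing at 3 µM (nominal); timing: 17-24 h seeding, 75 min 37 °C dye, 30 min RT; signal: kinetic Fluo-8 calcium fluorescence; read-out basis: % activation relative to PEA EC100 response; controls: DMSO and PEA EC100; replicates: n 1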
CHO-K1 Ca antag = nonselective inhibitor or artifact in parental CHO-K1 cells | ATP-induced calcium, Fluo-8 fluorescence | inhibition, % at 3 µM | 360,000 compounds, 0.6% hits | AID 602250;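 active = inhibition above a per-plate cutoff, the plate's mean sample inhibition plus 3 SD, cut at about 24% in these data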;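 also: 0% = DMSO plus EC80 ATP and 100% = DMSO alone without ATP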
* marks the source's active call; other numbers are inactive results; . = no result given. No enrichment for hits (roughly 4.2% active in at least one column).

SMILES	CHO-K1 Ca ag	OXTR potentiator	TAAR1 antagonist	M1 ag	M1 antag	CHO parental Ca	CHO-K1 Ca PAM	TAAR1 ag	CHO-K1 Ca antag
O=C(N/N=C/c1ccoc1)c1ccc(Cl)cc1	0.8	-6	-8	-2	-6	-6	17	0	-12
CC1(C)N=C(N)NC(Nc2ccccc2)=N1	0.0	-10	-6	-4	11	4	18	9	-7
CC1=NN(C(N)=S)C(=O)C1N=Nc1c(C)cc(C)cc1C (configuration not stated)	-0.6	-10	-7	-6	-14	-2	9	3	-7
Cc1ccn2c(C(=O)c3ccc(Cl)cc3)cnc2c1	0.2	0	-5	-6	-25	-6	13	6	-8
Cc1ccc(S(=O)(=O)CCC(=O)OC(C)c2nnc(-c3cccs3)o2)cc1 (configuration not stated)	0.8	-7	-17	-4	7	-19	2	2	-5
Cc1ccc([N+](=O)[O-])cc1S(=O)(=O)n1ccnc1C	0.4	-4	2	-9	5	-26	12	0	-5
COCCSc1nnc(-c2cccc(C#N)c2)n1C	-0.4	-5	5	-2	-18	-6	-3	5	-21
CC1CCCN(C(=O)Cn2c(=O)oc3cc(S(=O)(=O)N4CCCCC4)ccc32)C1 (configuration not stated)	0.5	0	10	-8	2	-2	16	1	-2
CC(NC(=O)c1noc2c1CCCCC2)c1ccccc1 (configuration not stated)	0.0	5	-24	-11	-4	-7	16	4	-2
O=C(CC[C@H]1O[C@@H](n2cnc3c(NC(=O)c4ccccc4)ncnc32)[C@H](O)[C@@H]1O)NCc1ccco1	2.4	.	-13	3	-11	.	5	0	2
CCCCc1c(C)nc2ccc(C(=O)OCC)cc2c1Cl	0.2	-9	-40	-4	-9	-10	7	4	-2
CCn1c(=O)c(C(=O)CN(C)Cc2cccc(OC)c2OC)c(N)n(Cc2ccccc2)c1=O	0.2	-11	-6	-5	-1	-19	13	9	-8
CCO[C@@H]1OC(C(=O)N2CCCCCCC2)=C[C@H](C2CCCCC2)[C@H]1CCCO	-0.7	-13	7	-2	-8	-27	1	3	-6
CCC(c1nnnn1-c1ccc2c(c1)OCCO2)N1CCN(C)CC1 (configuration not stated)	0.2	.	1	.	.	.	-15	2	3
COc1ccc(-c2c(-c3cccc(C)c3)oc3ccc(-c4ccc5c(c4)OCO5)cc23)cn1	-0.3	-12	11	0	-6	-10	7	1	-3

4 of the entries above in order of the M1 antag value, ascending:
structure | M1 antag
O=C(N/N=C/c1ccoc1)c1ccc(Cl)cc1 | -6
CCn1c(=O)c(C(=O)CN(C)Cc2cccc(OC)c2OC)c(N)n(Cc2ccccc2)c1=O | -1
Cc1ccc([N+](=O)[O-])cc1S(=O)(=O)n1ccnc1C | 5
CC1(C)N=C(N)NC(Nc2ccccc2)=N1 | 11

Next section
SMILES	CHO-K1 Ca ag	OXTR potentiator	TAAR1 antagonist	M1 ag	M1 antag	CHO parental Ca	CHO-K1 Ca PAM	TAAR1 ag	CHO-K1 Ca antag
COc1ccc(OC)c(CN2CCN(C(=O)c3cc(S(=O)(=O)Nc4ccccc4OC)ccc3C)CC2)c1	5.0	-11	37	-1	-1	-17	-12	9	-8
Cc1cc(NC(=O)c2cccc([N+](=O)[O-])c2)n(-c2ccccc2)n1	0.1	-6	15	-3	-8	-12	-2	0	3
Cc1nnc(SCc2ccc(Cl)cc2Cl)[nH]c1=O	1.2	0	-27	-2	-4	-3	18	5	-9
CCN(C(=O)CSc1n[nH]c(-c2ccc(OC)cc2)n1)c1c(N)n(Cc2ccccc2)c(=O)[nH]c1=O	0.2	.	-11	-1	0	.	2	2	5
Cc1cccc2cc(CNC3CCCC3)c(Cl)nc12	0.9	4	-8	-9	-5	-23	13	6	-8
CC(=O)Nc1cccc(NC(=O)COc2ccc3c(c2)OCO3)c1	4.4	-12	8	0	-15	5	2	6	-9
COC(=O)c1ccc(CNC(=O)COC(=O)c2cccs2)cc1	0.3	-5	6	2	-10	-10	24	0	-8
Cc1ccc([N+](=O)[O-])cc1S(=O)(=O)Nc1cccc(-c2ccc(N3CCOCC3)nn2)c1	8.3	-3	-5	-3	5	-15	-13	1	5
COc1ccccc1-c1nnc(SCC(=O)NCc2c(C)c(Cl)cc(C(C)C)c2O)o1	0.6	-12	31	-1	-7	3	0	8	-22
Cc1ccccc1C(=O)N1CCC(C(=O)Nc2cccc(S(=O)(=O)N3CCCCC3)c2)CC1	4.3	-8	16	-5	-1	-7	6	0	-16
CCn1c(Oc2ccccc2)nc2c1c(=O)n(C)c(=O)n2C	0.5	-9	-6	-1	-5	2	6	0	-9
O=C(NCC1COc2ccccc2O1)c1cccc(S(=O)(=O)N2CCOCC2)c1 (configuration not stated)	1.0	-9	8	-4	-2	-18	12	14	-14
COc1ccc(C2=CCC3CCCCN3C2)cc1OC (configuration not stated)	-0.2	5	18	-8	-13	-10	21	7	-10
O=C(NCc1cccc(F)c1)Nc1nnc([C@@H]2C[C@H](O)[C@@H](CO)O2)s1	0.0	.	-19	-2	-2	.	18	1	-11
Oc1ccccc1N1CCN(CC(O)COCc2ccccc2Cl)CC1 (configuration not stated)	2.7	-6	17	-15	6	-13	16	-1	-17

Some entries already given, limited to CHO-K1 Ca PAM, TAAR1 ag and CHO-K1 Ca ag:
Compound | CHO-K1 Ca PAM | TAAR1 ag | CHO-K1 Ca ag
COc1ccc(C2=CCC3CCCCN3C2)cc1OC (configuration not stated) | 21 | 7 | -0.2
O=C(NCc1cccc(F)c1)Nc1nnc([C@@H]2C[C@H](O)[C@@H](CO)O2)s1 | 18 | 1 | 0.0

Continuation.
SMILES	CHO-K1 Ca ag	OXTR potentiator	TAAR1 antagonist	M1 ag	M1 antag	CHO parental Ca	CHO-K1 Ca PAM	TAAR1 ag	CHO-K1 Ca antag
S=C(Nc1ccc(Br)cc1Cl)NC1CCN(Cc2ccccc2)CC1	2.3	-7	0	-11	2	-16	13	18	3
CCC(c1nnnn1CCc1ccccc1)N1CCN(c2ccc(OC)cc2)CC1 (configuration not stated)	2.8	-6	-7	-3	5	-16	15	2	-13
O=C(/C=C/c1ccc(Cl)cc1)NCCCn1ccnc1	-0.7	-4	.	-4	-6	-5	-5	.	-1
O=C(c1ccccc1)c1ccc(OCC(O)CN2CCCCC2)cc1 (configuration not stated)	0.5	-18	5	-3	16	-14	12	0	-8
COc1cc2c(cc1OC)/C(=C/C(=O)N1CCOCC1)NC(C)(C)C2	.	-9	12	.	.	-9	.	5	.
COc1cc(OC)c(C(=O)Nc2cc(Cl)ccc2-n2cncn2)cc1OC	0.1	-9	2	-4	-9	-8	2	4	-4
COc1cc(/C=N\NC(=O)CN2CCOCC2)ccc1OCC(=O)Nc1ccc(C)c(C)c1	3.6	-9	18	-3	0	-19	6	9	-11
CC(NC(=O)c1ccc(OC2CCN(S(=O)(=O)N(C)C)CC2)cc1)C1CC1 (configuration not stated)	2.4	-12	2	-11	-2	0	3	3	-6
COc1ccc([N+](=O)[O-])cc1NC(=O)COC(=O)C12CC3CC(CC(O)(C3)C1)C2	1.2	.	11	1	-5	.	7	9	7
COc1ccc(/C(C)=N/NC(=O)CN(c2ccc(OC)cc2)S(=O)(=O)c2ccccc2)cc1	2.8	-21	-18	-5	4	-5	12	-1	-9
COc1cc(CN2CCCN(C)CC2)c([N+](=O)[O-])cc1OC	0.8	1	5	0	-7	-2	-2	-1	-2
Nn1c(-c2ccccc2)nc2cc(Cl)ccc2c1=O	0.3	-1	-3	-5	-6	-9	15	1	-9
Cc1ccnc(NC(=O)c2cccc(NC(=O)COc3ccccc3)c2)c1	3.7	-4	18	-4	18	-9	-5	10	-23
Clc1ccccc1-c1nc2ccccc2c2nncn12	0.0	-10	3	-4	-3	10	18	2	-15
COc1cc2c(cc1OC)C(C)N(C(=O)CCN1C(=O)C3C4C=CC(C4)C3C1=O)CC2 (configuration not stated)	0.1	-16	3	4	-28	-6	5	1	0
COc1ccc(CCN(C)C(=S)Nc2cccc(C)c2)cc1OC	1.4	6	5	-5	-12	-14	11	0	-12
CC(C)c1ccc(OC(=O)c2cccc(S(=O)(=O)N3CCN(C)CC3)c2)cc1	1.5	-8	-1	-1	1	-39	3	4	-17
Cc1cccc(NC(=S)N2CCN(S(=O)(=O)c3ccc(F)cc3)CC2)c1	0.8	-11	6	-1	10	-10	-17	2	7
Cc1nc(Nc2ccccc2)c2oc3ccc(Cl)cc3c2n1	-1.2	0	14	-10	14	-25	-23	1	1
CCOC(=O)[C@H](O)[C@@H](O)c1cccc([C@H](O)[C@@H](O)C(=O)OCC)c1	1.4	-2	-2	-4	3	-7	11	6	-6
Cc1ccc(OCCCCn2cnc3ccccc32)cc1	8.1	-13	-27	1	-8	4	7	4	-12
CCOC(=O)Cn1nc(/C=C/c2ccc(OC)cc2)ccc1=O	4.0	-8	-16	-2	0	-11	19	2	-17
CC1(C)CC(=O)C2=C(C1)NC(Nc1nc3ccccc3o1)=NC21CCCC1	1.3	-3	9	-5	-5	-3	24	6	-10
CC(C)Oc1ccc(CCC(=O)NNC(=S)NCc2ccccc2)cc1	-0.1	-5	-12	-3	-7	-5	-18	1	1
O=C(Nn1cnc2ccccc2c1=O)c1ccccc1F	0.5	0	0	2	-9	-5	1	7	-10

In the list so far, 4 have an aryl thioether with sulfur outside any ring:
SMILES	CHO-K1 Ca ag	OXTR potentiator	TAAR1 antagonist	M1 ag	M1 antag	CHO parental Ca	CHO-K1 Ca PAM	TAAR1 ag	CHO-K1 Ca antag
COCCSc1nnc(-c2cccc(C#N)c2)n1C	-0.4	-5	5	-2	-18	-6	-3	5	-21
Cc1nnc(SCc2ccc(Cl)cc2Cl)[nH]c1=O	1.2	0	-27	-2	-4	-3	18	5	-9
CCN(C(=O)CSc1n[nH]c(-c2ccc(OC)cc2)n1)c1c(N)n(Cc2ccccc2)c(=O)[nH]c1=O	0.2	.	-11	-1	0	.	2	2	5
COc1ccccc1-c1nnc(SCC(=O)NCc2c(C)c(Cl)cc(C(C)C)c2O)o1	0.6	-12	31	-1	-7	3	0	8	-22
